IL-1B inflam inh – blocks inflammasome-driven IL-1 beta release | THP-1 LPS/ATP IL-1B secretion, AlphaLISA, 16 h; stronger effect = lower value | activity change, % at 57.5 µM | 360,000 compounds, 4.7% hits; in the data active = activity change below about -50%; inconclusive = mostly about -30% to -49%; also: % is scaled to controls: 0 for no effect and ±100 for the full control effect
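THP-1 cells pretreated 1 hr with compounds (up to 57.5 uM final), then stimulated with LPS (250 ng/mL final) plus ATP (1.25 mM final); secreted IL-1B measured by AlphaLISA after 16 hr, decreased signal indicating inhibition.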
TGFb inhibitor – blocks TGF-b signaling; HepG2 CAGA-GFP TGF-b/SMAD3 reporter, GFP fluorescence, 18 h; TGF-beta stimulated, 500 pg/mL final; AID 588855; 410,000 compounds, 1.2% hits; Potency, µM (doses to about 46.1 µM), without a hit: at the top dose activity, negative = inhibition, usual class: inhibitors; also: potency is read from the fitted curve at half-maximal effect; % is scaled to controls: 0 for no effect and ±100 for the full control effect; nearly all actives have a fitted effect of over 65% in size
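Smad-responsive CAGA-GFP expression was quantified in HEPG2 cells exposed to compounds and 500 pg/mL final TGF-beta for 18 h at 37 degrees C; unstimulated wells defined full inhibition.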
A549 viability – kills or reduces viability of A549 cells in Nrf2 counter-screen. 390,000 compounds, 0.16% hits. Potency, µM (highest dose often 46 µM), for the others: at the top dose activity change, negative = cytotoxicity, usual class: inhibitors. A549 ARE-Fluc cells, CellTiter-Fluor viability, 18-24 h. AID 504648; also: potency is read from the fitted curve at half-maximal effect; % is scaled to controls: 0 for no effect and ±100 for the full control effect
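A549 ARE_Fluc cells in 5% FBS OPTI-MEM were exposed to compounds in concentration-response for 18-24 h at 37 deg C. Viability was read by CellTiter-Fluor fluorescence (Ex 405/Em 525) after 30 min, before the luciferase read.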
ATXN2 expr inh – ATXN2 expression inhibition; Potency, µM (top dose mostly 57 µM), inactives show at the top dose activity change, negative = inhibition, usual class: inhibitors; 360,000 compounds, 0.72% hits; AID 1745845; HEK-293 ATXN2-luciferase reporter, luminescence, 24 h; also: potency is read from the fitted curve at half-maximal effect; % is scaled to controls: 0 for no effect and ±100 for the full control effect; nearly all actives have a fitted effect of over 55% in size
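qHTS (up to 57 uM final) was run with 24 h compound exposure of reporter cells at 37 °C. Each well was multiplexed: SteadyGlo luminescence measured ATXN2-luciferase expression after a fluorogenic Gly-Phe-AFC viability readout (25 uM final).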
ATXN viability – cell viability loss in ATXN counter-screen. Potency, µM (doses to about 56.7 µM), actives largely listed as cytotoxic. S2 cells (HEK-293 line with an ATXN2-luciferase reporter) viability, CellTiter-Fluor protease fluorescence, 24 h. AID 651635. 400,000 compounds, 0.49% hits; also: potency is read from the fitted curve at half-maximal effect; nearly all actives have a fitted effect of over 40% in size
Nrf2 block – blocks Nrf2 signaling. A549 ARE-Fluc reporter, luciferase luminescence, 18-24 h. Potency, µM (top dose mostly 46 µM), without a hit: at the highest dose activity change, negative = inhibition, hits mostly inhibitors. 360,000 compounds, 2.1% hits. AID 504444; also: potency is read from the fitted curve at half-maximal effect; % is scaled to controls: 0 for no effect and ±100 for the full control effect; nearly all actives have a fitted effect of over 60% in size
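Reporter: ARE-Fluc in A549. Exposure: 18-24 h, 37 °C, 5% CO2, 5% FBS OPTI-MEM. Readouts: fluorescent cytotoxicity (CellTiter-Fluor), then luminescent Nrf2 signal after BugLite.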
HepG2 tox – counter-screen for TGF-b inhibitors: cytotoxicity in HepG2 cells; HepG2 CAGA-GFP viability, ATP luminescence, 18 h; Potency, µM (top dose mostly 46.1 µM), inactives show at the highest dose activity change, negative = cytotoxicity, usual class: cytotoxic; 410,000 compounds, 0.76% hits; AID 588856; also: potency is read from the fitted curve at half-maximal effect; some results filed as inactive show a strong effect at the top dose
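CellTiter-Glo luminescence gave cytotoxicity after 18 hours at 37 degrees C. The cells were HepG2 CAGA-GFP in 1% FBS DMEM, stimulated with 500 pg/mL TGF-beta after compound addition. %Activity was normalised to no-cell wells (complete cell-killing) and DMSO (no toxicity), and curves were fitted and classified.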
MCF10A rerep – DNA re-replication induction in MCF 10a cells | MCF 10A DNA re-replication, Hoechst nuclear intensity, 48 h | Potency, µM (titrated, usually from 46.1 µM), inactives show top-dose activity, positive = re-replication, most hits filed as activators | 350,000 compounds, 2.9% hits | AID 624296; also: potency is read from the fitted curve at half-maximal effect; % of control where 0% means no effect; nearly all actives have a fitted effect of over 50% in size
Nrf2 ARE act – Nrf2 pathway activation | AREc32 ARE-luciferase reporter (MCF7-derived line), luminescence, 24 h | Potency, µM (top dose mostly 46.1 µM), inactives show at the highest dose activation, most hits filed as activators | 410,000 compounds, 0.31% hits; also: potency is read from the fitted curve at half-maximal effect; % of control where 0% means no effect; nearly all actives have a fitted effect of over 65% in size
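Nrf2 activation is followed as ARE-luciferase induction in the AREc32 line after one day of compound treatment; luminescence is read with Steady-Glo.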
* hit, by the source's call; i = inactive; ? = inconclusive; · = no result given; & = joins results of further samples; [ ] = remark or other dose. Unless noted, calls follow the shape of the dose curve; as a rule, active = well fitted curve in the direction sought with a large enough effect; inconclusive = small, poorly fitted or top-dose-only effect, or another doubt; inactive = no such curve, though single readings can be large; an effect the other way counts as inactive or inconclusive.

1: OC1(c2ccc(OC(F)F)cc2)CSC(=Nc2cccnc2)N1Cc1ccco1 (stereo unspecified)
2: COc1ccc(NC(=O)c2cnn(-c3ccc(C)c(C)c3)c2C2CCNCC2)cc1OC
3: Nc1ccccc1-n1c(=O)n(Cc2ccccc2F)c(=O)c2[nH]cnc21
4: COc1ccc(-c2nnc(SCC(=O)NC3CCCCC3)nc2-c2ccc(OC)cc2)cc1
5: CCS(=O)(=O)N1Cc2cc(C(=O)NCCOC)nc(-c3cccc(-c4ccncc4)c3)c2[C@H]1CCO
assay / compound	1	2	3	4	5
IL-1B inflam inh	-77*	·	-6	·	-13
Nrf2 ARE act	-0.7%	-0.4%	-0.7%	4.6%	0.2%
Nrf2 block	?	·	-9%	·	·
MCF10A rerep	?	·	-1%	·	·
ATXN2 expr inh	?	-3%	10%	·	8%
HepG2 tox	-21%	-17%	-2%	-5%	·
A549 viability	-30%	0%	-1%	8%	·
TGFb inhibitor	-17%	-27%	1%	-15%	·
ATXN viability	?	?	i	·	i

6: O=C(c1ccccc1F)N1CCCC(C(=O)N2CCN(c3ccccc3)CC2)C1 (stereo unspecified)
7: Cc1noc(NC(=O)c2cccc(C(F)(F)F)c2)c1Cl
8: COC(C(=O)NNC(=O)Cc1ccc(Cl)cc1)c1ccccc1 (stereo unspecified)
9: Cc1ccccc1C(=O)OC(C)CN1CCOCC1 (stereo unspecified)
10: COc1ccc(-c2cc(C(=O)N3CC(C)CC(C)C3)c3ccccc3n2)cc1 (stereo unspecified)
assay / compound	6	7	8	9	10
IL-1B inflam inh	·	-14	-7	-1	?
Nrf2 ARE act	-0.3%	26%	-0.1%	-0.1%	5.7%
Nrf2 block	-2%	-14%	-5%	5%	-4%
MCF10A rerep	-15%	-40%[inhibitor]	-3%	0%	?
ATXN2 expr inh	-16%	14%	-10%	·	2%
HepG2 tox	14%	0%	3%	15%	-4%
A549 viability	-4%	0%	-6%	20%	-8%
TGFb inhibitor	10%	0%	10%	-3%	?
ATXN viability	i	i	i	i	i

11: C=CCNC(=O)COC(=O)c1cc(S(=O)(=O)N2CCOCC2)ccc1N1CCCCC1
12: COc1nc(NC(C)(C)C)nc(Oc2ccc(=O)n(-c3ccccc3)n2)n1
13: O=C(NCc1ccccc1Cl)c1cccn1-c1nnc(N2CCCCC2)s1
14: CCOCCCNCC(O)c1ccccc1 (stereo unspecified)
15: COc1ccc(-c2csc(/C(C#N)=C(\O)CSc3nccn3C)n2)cc1OC
assay / compound	11	12	13	14	15
IL-1B inflam inh	10	10	·	13	-15
Nrf2 ARE act	-0.1%	0.1%	5.9%	0.5%	0.1%
Nrf2 block	-13%	-21%	0%	10%	·
MCF10A rerep	-2%	11%	·	5%	1%
ATXN2 expr inh	3%	1%	·	-7%	2%
HepG2 tox	-15%	1%	-20%	29%	16%
A549 viability	2%	-12%	6%	-4%	-11%
TGFb inhibitor	14%	1%	-26%	1%	12%
ATXN viability	i	i	·	?	i

16: CCOc1ccccc1C(=O)Nc1cnn(Cc2ccc(F)cc2)c1
17: Cc1ccc(S(=O)(=O)Nc2ccccc2/C=N/c2nc3ccccc3n2C)cc1
18: CCC(=O)NNC(=O)c1cc(COc2cc(Cl)cc(Cl)c2)on1
19: COc1cc(C(C(=O)NC(C)(C)C)N(Cc2ccccc2)C(=O)c2cnccn2)cc(OC)c1OC (stereo unspecified)
20: CCC/C=C/c1ccc(CN2C(CC(C)C)C(=O)N(Cc3cn(CCOCOC)nn3)CCS2(=O)=O)cc1 (stereo unspecified)
assay / compound	16	17	18	19	20
IL-1B inflam inh	-19	-9	-9	0	-14
Nrf2 ARE act	0.5%	-0.1%	-0.5%	-0.1%	-1.3%
Nrf2 block	-11%	4%	-1%	-5%	·
MCF10A rerep	0%	13µM*	-3%	?	·
ATXN2 expr inh	-6%	?	-23%	3%	12%
HepG2 tox	-9%	-31%	128%	1%	-26%
A549 viability	-9%	0%	19%	-5%	·
TGFb inhibitor	10%	?	42%[activator]	-10%	3%
ATXN viability	i	·	i	i	i

21: CC(C)CCn1cnc2c(oc3nc4c(cc32)CCCC4)c1=O
22: COc1cc(CNCc2cc(OC)ccc2OC)cc(OC)c1
23: O=C(NCCN1CCOCC1)c1cc2ccccc2oc1=O
24: CN(Cc1ccc(Cl)s1)C(=O)CSc1nnc(C2CC2)n1C1CC1
25: Oc1ccccc1/C=C/c1noc(-c2ccccc2O)n1
assay / compound	21	22	23	24	25
IL-1B inflam inh	?	-57*	-13	-29	-6
Nrf2 ARE act	-2.2%	-0.4%	2.4%	4.4%	?
Nrf2 block	?	4%	11%	-9%	2%
MCF10A rerep	11%	-6%	2%	-4%	?
ATXN2 expr inh	-17%	-23%	1%	6%	105%[activator]
HepG2 tox	-7%	-9%	-23%	-4%	-4%
A549 viability	-1%	7%	3%	0%	-1%
TGFb inhibitor	-12%	-12%	8%	-15%	-26%
ATXN viability	?	i	i	i	i

26: O=C(Nc1nnc([C@H]2C[C@H](O)[C@@H](CO)O2)s1)NC1CCCCC1
27: Cn1c2c(c3cc([N+](=O)[O-])ccc31)CCCC2
28: Cc1cc(C(=O)OCC(=O)Nc2cccc(S(N)(=O)=O)c2)c2ccccc2n1
29: CCC(=O)NCCC(c1ccco1)c1ccccc1OC (stereo unspecified)
30: Cc1ccc(CC(C(=O)O)C(C)C(=O)Nc2ccc(F)cc2)cc1 (stereo unspecified)
assay / compound	26	27	28	29	30
IL-1B inflam inh	-13	-16	-1	5	16
Nrf2 ARE act	-0.8%	-0.4%	0.4%	5.2%	-0.1%
Nrf2 block	·	-12%	-9%	·	3%
MCF10A rerep	·	?	-2%	2%	-2%
ATXN2 expr inh	3%	-2%	-1%	4%	17%
HepG2 tox	-7%	-12%	3%	3%	-1%
A549 viability	·	11%	-1%	11%	0%
TGFb inhibitor	1%	3%	4%	?	-5%
ATXN viability	i	i	i	i	i

Results in sequence from the list.
Nos. 15 to 18 in MCF10A rerep, in turn: 1%, 0%, 13µM*, -3%

Additional records follow.
31: O=c1c(-c2nc3ccccc3s2)cccn1Cc1ccc(Cl)c(Cl)c1
32: COc1ccc2c(c1OC)C(=O)N(c1ccccc1)C2=O
33: CN1CCCN(C(=O)c2ccc(Cl)s2)CC1
34: O=C(Nc1cccc(C(F)(F)F)c1)Nc1nnc(N2CCCCC2)s1
35: O=C1NCCCc2c1oc1ccc(O)cc21
assay / compound	31	32	33	34	35
IL-1B inflam inh	40	-8	11	·	13
Nrf2 ARE act	5.0%	0.0%	-0.8%	-0.7%	-0.6%
Nrf2 block	?	-1%	-11%	?	?
MCF10A rerep	?	1%	0%	·	23%
ATXN2 expr inh	-1%	13%	-2%	4%	-29%
HepG2 tox	-8%	-11%	5%	14%	-17%
A549 viability	·	-5%	2%	-14%	-19%
TGFb inhibitor	-28%	-10%	-4%	3%	-31%
ATXN viability	·	i	i	i	i

36: CC(=O)N1c2ccc(S(=O)(=O)NCCC(=O)Nc3ccc(F)cc3C)cc2CC1C (stereo unspecified)
37: CCc1ccccc1NC(=S)N(CCN1CCCCCC1)Cc1ccco1
38: Cc1noc(C(F)(F)F)c1C(=O)NNC(=O)c1ccccc1
39: Cc1ccc(CNC(=O)c2nc(SCc3ccccc3F)ncc2Cl)cc1
40: O=S(=O)(c1ccc(Cl)cc1)n1nnc2ccccc21
41: CCOC(=O)CC(NC(=O)CCc1c(C)nc2ncnn2c1C)c1ccc(C)cc1 (stereo unspecified)
42: O=C(CN1CCCC1)NC12CC3CC(CC(C3)C1)C2
43: CCOC(=O)C1CCN(C(=O)COC(=O)c2ccccc2OCC)CC1
assay / compound	36	37	38	39	40	41	42	43
IL-1B inflam inh	43	-1	10	·	13	15	-5	-4
Nrf2 ARE act	-1.0%	0.2%	-0.6%	0.6%	-0.5%	5.2%&-0.2%	-0.1%	-0.5%
Nrf2 block	0%	5%	2%	2%	1%	-6%&17%	8%	1%
MCF10A rerep	2%	18%	3%	·	0%	-3%	9%	0%
ATXN2 expr inh	5%	-11%	-6%	·	58%[activator]	-3%&7%	-6%	5%
HepG2 tox	1%	-5%	5%	5%	11%	-8%&0%	0%	0%
A549 viability	5%	3%	0%	8%	-8%	3%&-5%	-2%	-2%
TGFb inhibitor	-21%	-2%	19%	?	-3%	-2%&1%	3%	-3%
ATXN viability	i	i	i	·	i	i	i	i

Full records, quoted from the list:
CCOC(=O)C1CCN(C(=O)COC(=O)c2ccccc2OCC)CC1 as listed: IL-1B inflam inh: -4; Nrf2 ARE act: -0.5%; Nrf2 block: 1%; MCF10A rerep: 0%; ATXN2 expr inh: 5%; HepG2 tox: 0%; A549 viability: -2%; TGFb inhibitor: -3%; ATXN viability: i
O=C(CN1CCCC1)NC12CC3CC(CC(C3)C1)C2 as listed: IL-1B inflam inh: -5; Nrf2 ARE act: -0.1%; Nrf2 block: 8%; MCF10A rerep: 9%; ATXN2 expr inh: -6%; HepG2 tox: 0%; A549 viability: -2%; TGFb inhibitor: 3%; ATXN viability: i
CCOC(=O)CC(NC(=O)CCc1c(C)nc2ncnn2c1C)c1ccc(C)cc1 (stereo unspecified) as listed: IL-1B inflam inh: 15; Nrf2 ARE act: 5.2%&-0.2%; Nrf2 block: -6%&17%; MCF10A rerep: -3%; ATXN2 expr inh: -3%&7%; HepG2 tox: -8%&0%; A549 viability: 3%&-5%; TGFb inhibitor: -2%&1%; ATXN viability: i

Assay outcomes deposited in PubChem by National Center for Advancing Translational Sciences (NCATS).
